D1 ag: Allosteric Agonists of the Human D1 Dopamine Receptor: qHTS. HEK293 T-REx D1 cells, calcium flux, agonist mode. 360,000 tested, 1% active. D(1A) dopamine receptor (Homo sapiens), P21728. activation, % at 2 µM; in the data active = activation above about 30%; note: 0% is about no effect
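Agonism was scored from calcium flux recorded over 180 s (1 read/s) after pintool compound addition, following a 10-cycle baseline. Cells were inducible force-coupled HEK293 TREx D1, plated overnight at 30 C and loaded with no-wash calcium dye.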
D1 antag: Antagonist of Human D 1 Dopamine Receptor: qHTS. HEK293 TREx D1 cells, calcium flux, dopamine EC80; stronger effect = lower value. D(1A) dopamine receptor (Homo sapiens), P21728. activity change, negative = inhibition, % at 10 µM. 360,000 tested, 3.2% active. AID 504652, 2011; in the data active = activity change below about -30%; note: % is set by controls: 0 for no effect and ±100 for the full control effect
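Tetracycline-induced HEK293 Trex D1 cells, force-coupled to calcium, dye-loaded; compounds added and read 180 s, then EC80 dopamine added and calcium flux tracked kinetically another 180 s.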
RXFP1 ag: qHTS Assay for Agonists of the Relaxin Receptor RXFP1 | HEK293T-RXFP1 cAMP TR-FRET, 30 min; response scale: percent of porcine relaxin response, buffer zero | Potency, µM (doses to about 57.5 µM), inactives show at the highest dose activation, usual class: activators | 370,000 tested, 0.3% active | AID 2676, 2010; note: potency is the fitted concentration of half-maximal effect; % is set by controls: 0 for no effect and ±100 for the full control effect; nearly all actives have a fitted effect of over 60% in size; many of its hits are not listed in these tables
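HEK293 cells stably expressing RXFP1, treated 30 min at 37C with compounds plus PDE4 inhibitor Ro 20174; cAMP measured by HTRF TR-FRET. Normalized to buffer and 29 nM porcine relaxin; EC50 by Hill fit.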
Glioma ERSR ind: qHTS for Inducers of the Endoplasmic Reticulum Stress Response (ERSR) in Human Glioma: qHTS; U87-MG GRP78 promoter luciferase reporter, 16 h; Potency, µM, for the others: at the top dose activation, most hits filed as activators; 420,000 tested, 0.02% active; AID 602332, 2012; note: potency is the fitted concentration of half-maximal effect; series mostly up to about 76 µM; % of control where 0% means no effect; nearly all actives have a fitted effect of over 35% in size
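Stably transfected U87-MG glioma cells carrying a GRP78-based luciferase sensor; 16 h compound incubation. Luminescence end-point read 10 min after Bright-Glo addition at room temperature.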
D1 PAM: Potentiators of Human D1 Dopamine Receptor: qHTS | potentiation, % at 10 µM | HEK293 TREx D1 cells, calcium flux, dopamine EC20 potentiation | D(1A) dopamine receptor (Homo sapiens), P21728 | 360,000 tested, 0.036% active; in the data active = potentiation above about 30%; note: 0% is about no effect
Vif-APOBEC3G blk: qHTS for Inhibitors of Vif-A3G Interactions: qHTS. DNA dC->dU-editing enzyme APOBEC-3G (Homo sapiens), Q9HC16. HeLa A3G-eYFP + Vif (tagged APOBEC3G with the HIV-1 protein that degrades it), YFP fluorescence, overnight. Potency, µM (series often up to 46.1 µM), for the others: at the top dose activity, negative = active, usual class: inhibitors. 410,000 tested, 0.076% active. AID 602310, 2012;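 note: potency is the fitted concentration of half-maximal effect; % is set by controls: 0 for no effect and ±100 for the full control effect; nearly all actives have a fitted effect of over 60% in size; hits raise eYFP signal because A3G escapes Vif-driven loss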
Target sequence (Q9HC16 whole entry, looked up): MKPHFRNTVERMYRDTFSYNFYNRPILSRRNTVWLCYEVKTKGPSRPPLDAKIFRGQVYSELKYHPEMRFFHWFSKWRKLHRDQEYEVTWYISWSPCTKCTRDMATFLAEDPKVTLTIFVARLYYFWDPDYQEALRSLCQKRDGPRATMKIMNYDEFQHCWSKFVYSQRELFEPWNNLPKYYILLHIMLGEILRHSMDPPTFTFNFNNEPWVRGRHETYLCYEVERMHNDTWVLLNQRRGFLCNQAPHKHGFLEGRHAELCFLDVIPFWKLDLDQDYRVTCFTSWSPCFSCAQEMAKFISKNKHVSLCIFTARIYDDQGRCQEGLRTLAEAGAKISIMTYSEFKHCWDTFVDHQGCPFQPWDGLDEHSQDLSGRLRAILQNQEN
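HeLa cells stably expressing Vif and C-terminally eYFP-tagged A3G, seeded overnight at 37 deg C, then exposed to compound by pintool overnight at 37 deg C. Rise in yellow fluorescence (Ex 488/Em 500-530, Acumen) marks blocked Vif-driven A3G degradation.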
D2 PAM: HTS Assay for Positive Allosteric Modulators of the Human D2 Dopamine Receptor: Primary Screen for Potentiators; D(2) dopamine receptor (Homo sapiens), P14416; HEK293 T-REx D2, calcium flux, EC20 dopamine potentiation; potentiation, % at 10 µM; 340,000 tested, 0.34% active; AID 485347, 2010;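 active = potentiation over 3 SD above the plate norm, cut at about 30% in these data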; note: 0% is about no effect
Target sequence (P14416 whole entry, looked up): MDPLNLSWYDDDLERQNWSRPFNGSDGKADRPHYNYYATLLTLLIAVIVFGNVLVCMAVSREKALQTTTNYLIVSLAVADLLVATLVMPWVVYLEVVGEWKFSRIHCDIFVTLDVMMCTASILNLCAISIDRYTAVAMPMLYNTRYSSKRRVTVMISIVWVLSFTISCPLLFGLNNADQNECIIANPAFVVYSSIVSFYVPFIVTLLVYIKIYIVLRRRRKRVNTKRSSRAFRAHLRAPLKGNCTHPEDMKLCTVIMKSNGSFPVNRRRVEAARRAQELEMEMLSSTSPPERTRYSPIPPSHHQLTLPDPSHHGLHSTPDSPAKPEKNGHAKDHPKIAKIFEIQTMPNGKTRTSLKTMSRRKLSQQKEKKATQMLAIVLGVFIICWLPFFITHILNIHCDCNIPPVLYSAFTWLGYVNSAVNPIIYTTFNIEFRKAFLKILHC
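Using a no-wash calcium dye in inducible, force-coupled HEK293 Trex cells expressing D2, we tracked fluorescence each second for 180 s after compound, then for 180 s after EC20 dopamine to detect augmented signalling.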
Vif-APOBEC3F blk: qHTS for Inhibitors of Vif-A3F Interactions: qHTS; Potency, µM (doses to about 46.1 µM), for inactives: at the top dose activity, negative = active; 390,000 tested, 0.2% active; HeLa A3F-eYFP + Vif (tagged APOBEC3F with the HIV-1 protein that degrades it), YFP fluorescence increase; note: potency is the fitted concentration of half-maximal effect; % of control where 0% means no effect; nearly all actives have a fitted effect of over 65% in size
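HeLa cells stably expressing A3F-eYFP plus Vif, plated and incubated overnight at 37 deg C, then exposed to compounds overnight at 37 deg C. Blocked degradation read as raised yellow fluorescence (Ex 488/Em 500-530).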
LDHA inh: qHTS assay for inhibitors of human lactate dehydrogenase | 480,000 tested, 0.15% active | purified LDHA, NADH/diaphorase-resazurin fluorescence; stronger effect = lower value | activity change, % (values are at about 110 or 230 µM) | L-lactate dehydrogenase A chain (Homo sapiens), P00338; in the data active = activity change below about -30%; inconclusive = mostly about -25% to -30%;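 note: plate controls were DMSO wells for no effect and wells without enzyme for full effect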
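Remaining NADH was detected by diaphorase (0.133 mg/mL) converting 37 µM resazurin to fluorescent resorufin, read at 0 and 20 minutes. The preceding 5-minute room-temperature reaction used 2 nM LDHA, 0.2 mM sodium pyruvate and 0.06 mM NADH at pH 7.4.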
Starred values were filed as active, the others as inactive; ? = inconclusive; . = not tested or not shown; & = joins results of further samples. Unless noted, calls come from the whole dose curve; as a rule, active = well fitted curve in the direction sought with a large enough effect; inconclusive = small, poorly fitted or top-dose-only effect, or another doubt; inactive = no such curve, though single readings can be large; an effect the other way counts as inactive or inconclusive.

structure	D1 ag	D1 antag	RXFP1 ag	Glioma ERSR ind	D1 PAM	Vif-APOBEC3G blk	D2 PAM	Vif-APOBEC3F blk	LDHA inh
O=C(NCc1ccccc1)Nc1cccn(Cc2ccc(Cl)cc2)c1=O	3	20	1.6%	-1%	0	1%	2	1%	-16
COC(=O)/C=c1/s/c(=C(/C#N)C(=O)N2CCCCC2)n(-c2ccccc2)c1=O	0	1	1.5%	-5%	-2	-8%	-2	-10%	6
CSc1nc2nc3c(cc2c(=O)n1-c1ccccc1)COC(C)(C)C3	4	6	-2.1%	0%	4	-9%	-9	-23%	8
COc1ccc(/C=N/NC(=O)CC(=O)NC2CCCCC2)cc1	0	-3	-0.1%	1%	8	-2%	2	12%	-6
CC(C)(O)CN(C(=O)c1ccccc1)C1CCCCC1	.	.	.	-6%	.	0%	.	-2%	-4
COC(=O)C1CN(C(=O)C(C)Oc2cc(C)ccc2C(C)C)c2ccccc2O1 (configuration not stated)	14	-10	-0.8%	-4%	0	0%	14	-5%	-5
COC(=O)c1ccc(C2/C(=C(/O)c3ccc(OC)cc3)C(=O)C(=O)N2c2cc(C)on2)cc1 (configuration not stated)	6	0	16%	-4%	-1	3%	-9	7%	-1
CCCC(=O)N1CCN(c2nc3c(OC)ccc(C)c3s2)CC1	0	.	0.0%	-1%	6	3%	-8	-1%	6&-4
Cc1ccc(C(=O)c2sc3c(c2N)c(=O)[nH]c(=O)n3CCc2ccccc2)cc1	2	11	2.3%	-4%	1	-10%	5	5%	-5
O=S(=O)(Nc1ccc(O)c(Sc2nc3ccccc3s2)c1)c1cc(Cl)ccc1Cl	0	-19	0.8%	-4%	-3	1%	-9	-19%	-4
Cc1c(C(=O)NC(C)c2ccccc2)sc2nc3n(c(=O)c12)CCCC3 (configuration not stated)	0	15	1.3%	-3%	1	-6%	-4	4%	5
CN(C(=S)Nc1ccc(SC(F)F)cc1)C(c1ccccc1)c1ccccc1	4	-7	2.4%	-4%	-11	1%	-2	-9%	-2
Cc1ccc(Oc2nnc(-c3cccs3)c3ccccc23)cc1C	1	-32*	0.7%	-4%	-6	0%	7	2%	-2
COc1ccc(-c2noc(N3CCC(C(=O)Nc4ccc(C)c(F)c4)CC3)n2)cc1OC	6	3	2.7%	-1%	3	-22%	-4	0%	-10
O=C(Nc1ccccc1)/C(=C\c1ccc(F)cc1)NC(=O)c1ccco1	-3	-4	0.5%	-4%	2	0%	-4	4%	-4
CCCCN1CCS(=O)(=O)N(Cc2ccccc2Br)CC(C(=O)OC)C1 (configuration not stated)	.	.	.	-1%	.	0%	.	-5%	2
COC(=O)c1cc2c(s1)-c1ccc(OC)cc1CC2	3	-5	9.0%	5%	-3	-6%	11	-4%	-8
CC(OC(=O)c1nsc(Cl)c1Cl)C(=O)NCc1ccco1 (configuration not stated)	1	12	3.9%	-1%	2	1%	-1	-2%	-12
O=c1c(=O)n2c(nn1Cc1ccc(F)cc1)sc1ccccc12	5	28	7.7%	-2%	-1	-1%	-3	11%	-12
CC(C)c1ccc(-c2nn(-c3ccccc3)cc2C(=O)NCC2CCCO2)cc1 (configuration not stated)	7	2	0.4%	-4%	-1	-4%	6	-34%	-5
COc1ccc(C(=O)N/N=C(\C)CC(=O)N2CCN(C=O)CC2)cc1	2	-16	-0.7%	4%	-5	-6%	-10	-13%	-1
Cc1ccc(CN2CCC(CNC(=O)C3CCCN(c4ncnc5c4nc4n5CCCCC4)C3)CC2)cc1 (configuration not stated)	-2	2	7.1%	-7%	-3	2%	2	1%	-1
CS(=O)c1ccc(-n2c(=O)n(Cc3ccccc3)c(=O)c3[nH]cnc32)cc1 (configuration not stated)	2	15	0.5%	1%	3	-6%	2	-4%	-12
Cc1cc2c(cc1S(=O)(=O)CCC(=O)NC1CCCCC1C)OCC(=O)N2 (configuration not stated)	3	-13	-0.6%	-5%	-1	0%	.	-13%	-7
O=C(CCc1c[nH]c2ccccc12)NC1CC1	-2	6	-1.4%	3%	8	2%	-7	.	0
CC(C)OC(=O)CSc1nc(-c2ccc(F)cc2)nc2ccc(F)cc12	.	.	5.3%	2%	.	-5%	.	3%	-16
COc1cccc(-c2nn(C)c3sc(C(=O)N4CCOCC4)cc23)c1	2	0	0.9%	0%	5	0%	8	5%	-1
COc1cccc(-c2cc(C(F)(F)F)nc(N3CCC(C)CC3)n2)c1	3	21	3.5%	-2%	-4	-5%	-3	.	1
C=CCn1c(-c2ccccc2)n[nH]c1=S	-1	0	-1.2%	-1%	6	-8%	4	7%	-4
CCNc1nc(NCC)n2c(SCC(=O)Nc3cc(OC)ccc3OC)nnc2n1	2	3	-0.1%	-3%	2	0%	-1	-17%	2
Cc1ccc(CNC(=O)COC(=O)c2ccc(Br)o2)cc1	0	7	0.9%	0%	-8	-2%	1	-13%	-15
Cc1nnc2c3ccccc3c(-c3ccccc3)nn12	.	.	.	-2%	.	-7%	.	1%	-6
COc1ccc(S(=O)(=O)NCc2ccccn2)c(Cl)c1Cl	-3	-7	0.2%	-5%	-3	-4%	-6	0%	-5
COCCn1c(CN2CCN(C(c3ccccc3)c3ccccc3)CC2)nc2c1c(=O)n(C)c(=O)n2C	0	-12	?	0%	7	-5%	2	5%	-3
CC1CCN(c2nc(-c3ccccc3)c(C#N)c(=O)[nH]2)CC1	1	-39*	14%	-1%	-8	0%	3	-1%	-7
Cc1c(Cl)cccc1NC(=S)N(Cc1cccnc1)Cc1ccccc1Cl	1	-6	1.4%	-2%	-2	1%	-3	4%	-5
CCc1cccc(NS(=O)(=O)c2ccc3c(c2)NC(=O)CC(=O)N3)c1	3	19	0.9%	-4%	5	1%	-3	-1%	-4
O=C(COc1ccc([N+](=O)[O-])cc1Cl)NCCc1ccccc1	2	3	-0.1%	5%	-4	-6%	-5	1%	5
CS(=O)(=O)N(CC(=O)NCCSCc1cccc(Cl)c1)c1ccccc1F	1	32	-2.6%	-4%	2	3%	-5	2%	0
O=Cc1c(NCc2ccccc2)c2ccccc2[nH]c1=O	3	6	2.1%	-2%	-1	-1%	.	4%	-1
CCN(CC)CCN(C(=O)c1ccco1)c1nc2ccc(F)cc2s1	2	-12	0.6%	3%	-6	-1%	-20	-4%	3
Cc1ccc(-c2nnc(N3CCN(C(=O)c4ccco4)CC3)c3ccccc23)cc1	0	1	1.0%	-9%	-4	1%	1	1%	1
CC(=O)/C(C#N)=C1\NC(=O)C(Cc2ccccc2C)S1 (configuration not stated)	5	-11	-3.4%	2%	2	1%	3	10%	-1
O=c1[nH]cccc1-c1nc2ccccc2n1Cc1ccccc1F	3	0	3.9%	10%	3	1%	-4	2%	0
CN(C)/C=C/C(=O)c1ccc(S(=O)c2ccccc2)cc1 (configuration not stated)	2	10	1.0%	2%	-2	-1%	4	11%	0
S=C(Nc1ccccc1)N1CCC(Cc2ccccc2)CC1	6	-20	1.0%	4%	-2	1%	9	-11%	-6
Cc1nc2ccccc2c(=O)n1/N=C/c1ccc(O)c(O)c1O	2	1	-0.2%	-9%	5	2%	0	-2%	20
COc1ccc(NC(=O)c2oc3ccccc3c2NC(=O)C2CC2)c(OC)c1	1	13	6.8%	-1%	1	3%	-13	-3%	-2
CCOC(=O)c1[nH]c(C)c(C(=O)c2cc(F)ccc2F)c1C	1	-2	0.4%	-3%	-5	?	-14	-4%	-7
COCCn1nnnc1C1(N(Cc2cc3cc(C)ccc3[nH]c2=O)CC2CCCO2)CCN(C)CC1 (configuration not stated)	2	-6	-0.7%	-2%	-8	-1%	-4	1%	-2
Cn1c(SCC(=O)Nc2ccccc2)nnc1-c1ccccc1	-1	-6	0.5%	-1%	-6	0%	-3	2%	-10
COC(=O)c1ccc(C)c(NC(=O)CSc2nc3[nH]c(=O)cc(O)c3s2)c1	7	-1	-0.8%	-4%	-4	0%	-5	-9%	2
CCN(CC(=O)NCc1cccs1)S(=O)(=O)c1ccccc1Cl	0	-14	0.5%	-6%	-2	1%	-10	2%	-5
O=C(NC1CCCCC1)C(c1ccncc1)N(C(=O)Cc1cccs1)c1ccccc1 (configuration not stated)	2	0	1.4%	7%	2	-1%	-3	15%	-2
O=C(NCCCN1CCOCC1)c1ccc2ccccc2c1	1	-21	0.9%	-2%	-3	1%	16	-7%	-2
Cc1ccc(CNC(=O)CSc2nc3ccsc3c(=O)n2NC(=O)c2ccccc2)cc1	0	-8	1.8%	3%	-1	0%	5	5%	-1
CC1(C)NC(=O)N(CC(=O)N2CCC(Cc3ccccc3)CC2)C1=O	1	-15	4.5%	4%	4	3%	3	0%	-2
O=C(Nc1ccc(Cl)cc1)c1cc(S(=O)(=O)N2CCc3ccccc32)ccc1F	5	2	1.2%	-3%	1	1%	-4	0%	-2
Cc1ccc(-c2nc(SCC(=O)Nc3cc(C)on3)c3c(=O)n(C)c(=O)n(C)c3n2)cc1	1&1	8&4	?	-2%&-3%	1&5	-1%&-3%	-1&1	-12%&5%	-7&-1
O=C(Cc1ccc(NC(=O)C2CCN(C(=O)C3CCCC3)CC2)cc1)Nc1cccc(C(=O)N2CCCCC2)c1	.	.	.	-2%	.	3%	.	0%	0

An excerpt (hit frequency here may not be typical).
